# TEAD-YAP block – TEAD-YAP interaction inhibition, primary screen, TEAD-YAP interaction inhibitor project, luminescence, HEK-TIYL cells. TEAD-Gal4/YAP UAS-luciferase luminescence. inhibition, % at 9.12 µM. 640,000 compounds, 1.4% hits; in the data active = inhibition above about 32%;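 note: 0% = median of test compound wells and 100% = reference inhibitor wells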
# MITF primary – MITF inhibitors, primary screen, biochemical, AlphaScreen, human | inhibition, % at 2.6 µM | AID 1259374, 2018 | 650,000 compounds, 0.91% hits | AlphaScreen MITF homodimerization, bead proximity signal | Microphthalmia-associated transcription factor (Homo sapiens), O75030; in the data active = inhibition above about 50%;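 note: 0% = vehicle wells with protein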
# Target sequence (O75030 whole entry, looked up): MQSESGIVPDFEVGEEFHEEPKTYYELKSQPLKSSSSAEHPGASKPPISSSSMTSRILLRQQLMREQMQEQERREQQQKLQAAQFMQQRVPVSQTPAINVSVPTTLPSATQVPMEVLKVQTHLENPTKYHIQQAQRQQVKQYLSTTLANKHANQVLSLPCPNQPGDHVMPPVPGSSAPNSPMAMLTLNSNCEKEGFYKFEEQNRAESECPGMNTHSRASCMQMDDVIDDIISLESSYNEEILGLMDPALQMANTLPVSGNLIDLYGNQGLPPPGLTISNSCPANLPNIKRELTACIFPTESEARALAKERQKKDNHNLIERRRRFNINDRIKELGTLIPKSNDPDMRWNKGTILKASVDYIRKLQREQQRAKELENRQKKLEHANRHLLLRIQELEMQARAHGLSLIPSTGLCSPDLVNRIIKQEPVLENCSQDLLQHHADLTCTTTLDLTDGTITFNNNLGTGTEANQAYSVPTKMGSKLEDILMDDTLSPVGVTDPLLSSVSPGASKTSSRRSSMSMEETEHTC
# GPR151 ag – activators of human GPR151, primary screen, cell-based, PathHunter beta-arrestin, luminescence; PathHunter beta-arrestin GPR151 cells; activation, % at 11.2 µM; 650,000 compounds, 1% hits; in the data active = activation above about 4.9%;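 note: 0% = median of compound wells and 100% = cells with positive control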
# Target sequence (Q8TDV0 whole entry, looked up): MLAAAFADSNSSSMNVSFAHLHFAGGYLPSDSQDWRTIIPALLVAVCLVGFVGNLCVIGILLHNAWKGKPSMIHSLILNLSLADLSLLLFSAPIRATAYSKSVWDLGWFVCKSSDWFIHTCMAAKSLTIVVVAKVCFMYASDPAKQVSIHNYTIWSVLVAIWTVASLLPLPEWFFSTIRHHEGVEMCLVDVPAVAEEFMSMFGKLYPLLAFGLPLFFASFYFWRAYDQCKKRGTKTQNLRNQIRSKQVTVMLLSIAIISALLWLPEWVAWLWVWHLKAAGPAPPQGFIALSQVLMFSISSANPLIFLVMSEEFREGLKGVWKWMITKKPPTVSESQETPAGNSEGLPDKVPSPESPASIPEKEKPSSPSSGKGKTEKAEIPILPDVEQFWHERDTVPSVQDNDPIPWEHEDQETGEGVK
# FBW7 activator – FBW7 E3 ligase activators, primary screen, biochemical, AlphaScreen, human. F-box/WD repeat-containing protein 7 (Homo sapiens), Q969H0. AlphaScreen FBW7–phospho-cyclin E peptide binding, activator screen. normalized activity (activation), % at 26.1 µM. 650,000 compounds, 0.13% hits; in the data active = normalized activity above about 1.9%;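 note: purified mutant Fbw7 with reduced substrate affinity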
# Starred values were filed as active, the others as inactive.
SMILES,TEAD-YAP block,MITF primary,GPR151 ag,FBW7 activator
Cc1n[nH]c(=O)nc1Nc1cccc(C(F)(F)F)c1,6.3,6.8,3.7,0.2
O=[N+]([O-])c1ccccc1CN1CCC(O)CC1,-9.4,21.2,1.0,0.2
Cc1ccc(-n2nc3ccc(NC(=O)c4cccnc4)cc3n2)cc1,-24.8,1.4,1.2,-0.1
CCN1CCN(C(c2cc3ccc(C)c(C)c3[nH]c2=O)c2nnnn2C(C)(C)C)CC1 (configuration not stated),-5.5,5.0,-1.3,-0.1
O=C1CSC(=O)N1CN1CCCCC1,4.9,2.7,0.2,0.8
O=C(Nc1ccc(-c2nc3ccccc3[nH]2)cc1)c1ccc(S(=O)(=O)N2CCCCCC2)cc1,-12.5,-16.2,0.1,0.1
Cc1nc2c(cnn2-c2ccccc2)c(=O)n1NC(=O)Nc1ccc(Cl)c(Cl)c1,-4.9,-6.8,1.2,0.0
CC(C)C(=O)Nc1ccc(Cl)c([N+](=O)[O-])c1,-7.3,-4.8,-0.9,0.0
CCOC(=O)CC(=O)N1CCc2nc(C)nc(N3CCOCC3)c2C1,-6.9,-11.7,0.2,0.0
COc1cccc(NC(=O)Nc2nnc(N(C)C3CCCCC3)s2)c1,-2.0,3.4,0.9,0.0
O=C1OC(c2ccc(Cl)cc2)=N/C1=C\c1ccccc1OCCc1ccccc1,2.1,10.7,0.8,0.1
COc1cccc(CNC(=O)Cc2csc(Nc3nc(=S)[nH]c4ccccc34)n2)c1,4.3,36.0,0.6,0.7
NC(=O)c1ccccc1NC(=O)c1cccc(F)c1,-32.2,-0.7,-2.3,-0.2
COc1ccc(-c2noc(COc3ccc4c(c3)OCO4)n2)cc1,2.8,9.1,5.1*,0.7
Cc1ccc(C)c(-n2c(SCC(=O)Nc3nccs3)nnc2-c2ccccn2)c1,10.8,17.4,0.1,0.2
Cc1cccnc1C1(O)CCN(C(=O)Cn2c3ccccc3c3ccccc32)CC1,4.4,-4.6,1.5,-0.1
S=C(Nc1ccc(Cl)cc1)N(CCCN1CCCCC1)Cc1cccs1,0.6,-11.9,-0.7,0.2
O=C1N=C(SC(=O)c2ccccc2Br)S/C1=C/c1ccc(Cl)cc1,-2.6,5.1,1.1,-0.1
COc1ccc2c(c1)cc1n2CCN2CCCN=C12,9.9,-3.1,0.3,-0.2
COc1ccc(S(=O)(=O)N(Cc2nc(-c3ccc(C)cc3)no2)C(C)C)cc1,-0.1,-1.6,0.6,-0.1
CCc1ccc(C(=O)N[C@H]2C[C@H]3C(=O)N[C@@H](CC)C(=O)N3C2)cc1,-14.1,11.2,-1.4,0.9
Cc1cc(C)[n+]2nc(SCC(=O)Nc3ccc(SC(F)F)cc3)sc2n1,-3.7,8.2,-1.3,0.7
CCOc1ccc(C2c3c(-c4ccccc4O)n[nH]c3C(=O)N2CCCO)cc1OC (configuration not stated),-2.9,-1.8,-0.8,-0.1
Cc1cc(=O)n2nc(N3CCC(C(=O)Nc4ccc(C(C)C)cc4)CC3)sc2n1,-0.3,0.9,0.2,-0.1
CCOC(=O)Nc1ccc2c(COc3ccc(C(C)=O)cc3)cc(=O)oc2c1,-9.8,0.5,-0.2,0.0
# Remaining list, next part:
SMILES,TEAD-YAP block,MITF primary,GPR151 ag,FBW7 activator
Cc1cc([N+](=O)[O-])ccc1N/C=C(/C#N)C(N)=S,-2.1,13.9,0.5,-0.1
O=C(NCc1cccnc1)N1c2ccccc2Sc2ccccc21,0.8,8.6,0.8,-0.1
Cc1cc(/C=N/Nc2ccc([N+](=O)[O-])cc2)c(C)n1CC(F)(F)F,-32.7,-1.8,0.1,-0.1
Cc1ccc(/C=C2\SC(=S)N(C(C)C(=O)O)C2=O)o1 (configuration not stated),2.2,69.4*,1.1,-0.3
O=c1[nH]c(=S)[nH]c(O)c1C(c1ccncc1)c1c(O)[nH]c(=S)[nH]c1=O,3.4,-8.8,-0.5,-0.5
O=C(CN1C(=O)c2cccc3cccc(c23)C1=O)NCCN1CCOCC1,1.8,4.0,-0.1,0.0
c1ccc2c(c1)OCC(CN1CCC(c3nc4ccccc4[nH]3)CC1)O2 (configuration not stated),13.1,5.5,-0.8,-0.1
CCCC(C)C(=O)Nc1nnc(C(C)C)s1 (configuration not stated),-4.6,-8.4,-0.2,0.0
COc1ccc(C2=N/C(=C\c3cccc(C(F)(F)F)c3)C(=O)O2)cc1OC,4.7,7.4,0.5,0.2
CN1CCN(C(CNS(=O)(=O)c2ccc(Br)cc2)c2ccc(F)cc2)CC1 (configuration not stated),-1.2,0.2,0.6,-0.1
COc1ccc(CCNc2ccc3nnc(CCNC(=O)c4ccc(C)cc4)n3n2)cc1,21.9,-0.8,0.8,-0.2
Cc1cccc(N2CCN(S(=O)(=O)c3ccc(Cl)s3)CC2C)c1 (configuration not stated),1.9,1.0,0.1,-0.2
Cc1ccccc1NC(=O)c1c(C)nn(-c2ccccc2)c1Cl,-21.3,-3.8,2.7,0.3
COCCN(CC(=O)NCCc1ccccc1)C(=O)CCC(=O)Nc1cc(C)ccn1,32.9*,0.8,3.6,-0.2
CC(=O)Oc1ccc(C(=O)N2CCCc3ccccc32)cc1,2.6,6.4,1.8,0.1
Cc1ccnc(NS(=O)(=O)c2ccc(NC(=O)c3ccc([N+](=O)[O-])s3)cc2)n1,-0.7,10.6,0.2,-0.1
CCOC(=O)c1sc(NC(=O)CSc2ncn[nH]2)c(C(=O)Nc2ccccc2)c1C,10.7,12.3,-1.0,0.2
CCCCN(C)S(=O)(=O)c1ccc(C(=O)Nc2c(C(=O)OCC)oc3ccccc23)cc1,-4.0,8.8,1.6,0.0
CN(CCC#N)C(=O)CN1C(=O)c2ccccc2S1(=O)=O,3.2,-13.4,3.9,0.0
CS(=O)(=O)N1CCN=C1SCc1cccc(F)c1,10.3,3.5,1.2,0.1
COc1ccccc1-n1c(C)nc2cc(C(=O)NCC3CCCO3)ccc21 (configuration not stated),1.9,-6.9,0.4,0.0
NC(=O)C1CCN(S(=O)(=O)c2cccc(C(=O)O)c2)CC1,7.0,8.4,-0.4,0.2
O=C1c2ccccc2C(=O)C1(CO)c1ccccc1,-3.0,8.0,-0.5,0.0
Cc1cc(OCC(O)CN2CCCC2)ccc1C(C)C (configuration not stated),3.0,4.2,0.2,-0.2
CCOc1ccc(CNc2nc3ccccc3n2CC)cc1OC,-4.5,14.1,1.5,0.1

# One compound at a time, as listed above.
# Results for CCCCN(C)S(=O)(=O)c1ccc(C(=O)Nc2c(C(=O)OCC)oc3ccccc23)cc1 : TEAD-YAP block: -4.0; MITF primary: 8.8; GPR151 ag: 1.6; FBW7 activator: 0.0
# Results for Cc1cc(/C=N/Nc2ccc([N+](=O)[O-])cc2)c(C)n1CC(F)(F)F : TEAD-YAP block: -32.7; MITF primary: -1.8; GPR151 ag: 0.1; FBW7 activator: -0.1

# Returning to the listing, repeating the 3 entries before the break.
SMILES,TEAD-YAP block,MITF primary,GPR151 ag,FBW7 activator
O=C1c2ccccc2C(=O)C1(CO)c1ccccc1,-3.0,8.0,-0.5,0.0
Cc1cc(OCC(O)CN2CCCC2)ccc1C(C)C (configuration not stated),3.0,4.2,0.2,-0.2
CCOc1ccc(CNc2nc3ccccc3n2CC)cc1OC,-4.5,14.1,1.5,0.1
CCOCCCNC(=O)c1cccc([N+](=O)[O-])c1C,3.5,-2.0,-0.6,-0.1
O=C(NC1CCS(=O)(=O)C1)c1cn(-c2ccccc2)nc1-c1ccccc1 (configuration not stated),2.5,11.1,0.1,0.0
CCCNC(=O)c1ccc(-n2c(=S)[nH]c3ccccc3c2=O)cc1,7.3,2.2,1.1,-0.1
Cc1cn2c(nc3c2c(=O)n(Cc2ccccc2F)c(=O)n3C)[nH]1,-1.0,-5.1,0.6,-0.1
Cc1ccc(/C=C/C(=O)c2c(O)cc(C)oc2=O)cc1,-68.4,-6.3,-1.3,-0.1
OCCCCNCc1cccc(Br)c1,-1.3,-5.9,0.2,-0.4
Cn1c2c(c(=O)n(C)c1=O)C(c1ccccc1Cl)C1=C(CCCC1=O)N2 (configuration not stated),-0.8,9.9,1.6,0.1
CCCCC(CC)CNC(=O)C(=O)NC (configuration not stated),11.7,10.0,-0.8,0.1
CC1CCc2c(sc3ncn(C4CCN(C(=O)c5ccco5)CC4)c(=O)c23)C1 (configuration not stated),-0.5,1.3,-0.3,0.0
O=C1OC(C[N+](=O)[O-])C(Br)=C1Oc1ccccc1 (configuration not stated),9.5,35.7,-0.6,0.1
COc1cccc(OCC2CCCN(Cc3nc(N(C)C)c4ccccc4n3)C2)c1 (configuration not stated),0.2,-5.7,1.1,0.0
COCCCNc1nc2c(c(=O)n(C)c(=O)n2C)n1Cc1ccc(Cl)c(Cl)c1,3.3,16.1,-0.2,0.2
CC(=O)N[C@H](C(=O)O)C(C)(C)SN=O,-4.1,-4.8,-0.7,0.0
Cn1c(=O)c2c(nc(NCCN)n2Cc2ccc(F)cc2)n(C)c1=O,4.5,12.4,0.0,0.0
CC(C)c1ccc(-c2c(C#N)c(N)nc3c2CCC3)cc1,-8.8,-1.2,-1.6,-0.1
CCOc1ccc(C(=O)Nc2ncc([N+](=O)[O-])s2)cc1OCC,-17.8,6.2,-0.9,-0.3
CC(=O)Nc1ccc(Nc2ncnc3ccccc23)cc1,-28.9,12.8,0.1,0.2
O=C(NC(=S)Nc1ccc2oc(-c3ccccc3Br)nc2c1)c1cc2ccccc2o1,1.9,-0.5,0.5,-0.1
COc1ccc(S(=O)(=O)N(CC(=O)O)c2ccc(Cl)cc2)cc1,2.6,7.3,5.6*,0.2
CC(C)NC(=O)c1ccccc1I,1.6,4.2,0.4,0.4
CC(=O)NC1=NC(=O)/C(=C/c2ccc(-c3cccc(Cl)c3C)o2)S1,-1.3,-19.1,-0.5,0.3
O=C1c2ccccc2S(=O)(=O)N1CCOc1ccc(Br)cc1,-24.0,-5.5,-0.1,-0.5
O=C(c1ccncc1)N1CCN(Cc2c[nH]c3ccccc23)CC1,-1.7,56.3*,-1.7,-0.1
O=C(Nc1ccc2oc(-c3ccc(F)cc3Cl)nc2c1)c1ccc(Cl)c([N+](=O)[O-])c1,0.5,3.5,-1.2,0.0
Cc1cc(-c2ccnc(N)n2)c(C)s1,-5.7,11.1,-1.3,-0.1

# Results in GPR151 ag and TEAD-YAP block, for some of the entries so far:
Structure	GPR151 ag	TEAD-YAP block
Cn1c2c(c(=O)n(C)c1=O)C(c1ccccc1Cl)C1=C(CCCC1=O)N2 (configuration not stated)	1.6	-0.8
CCCCC(CC)CNC(=O)C(=O)NC (configuration not stated)	-0.8	11.7
CC1CCc2c(sc3ncn(C4CCN(C(=O)c5ccco5)CC4)c(=O)c23)C1 (configuration not stated)	-0.3	-0.5
O=C1OC(C[N+](=O)[O-])C(Br)=C1Oc1ccccc1 (configuration not stated)	-0.6	9.5
COc1cccc(OCC2CCCN(Cc3nc(N(C)C)c4ccccc4n3)C2)c1 (configuration not stated)	1.1	0.2
COCCCNc1nc2c(c(=O)n(C)c(=O)n2C)n1Cc1ccc(Cl)c(Cl)c1	-0.2	3.3

# Going on with the list.
SMILES,TEAD-YAP block,MITF primary,GPR151 ag,FBW7 activator
O=[N+]([O-])c1ccc(C(O)CN2CCOCC2)cc1 (configuration not stated),5.5,2.8,-0.1,0.1
COc1ccc(-c2noc(CN3CCOCC3)n2)cc1OC,-11.0,-19.4,-1.0,-0.1
N#CC1=C(N)Oc2cc(O)ccc2C1c1cccc([N+](=O)[O-])c1 (configuration not stated),-0.5,-12.1,0.0,0.1
COc1ccc(OC)c(/C=C(/C#N)C(=O)Nc2cccc(Br)c2)c1,7.8,7.5,-1.3,0.2
CCOC(=O)c1c(NC(=O)c2cc3nc(-c4ccc(F)cc4)cc(C(F)(F)F)n3n2)sc2c1CCCC2,12.5,-4.1,0.6,0.0
COc1ccc(CCNC(=O)CN(Cc2ccccc2)S(=O)(=O)c2ccc(C)cc2)cc1OC,8.6,-3.4,-0.3,0.4
COC(=O)CSc1nnnn1-c1ccc(Cl)cc1,-9.2,5.9,-0.2,0.0
O=C(NCc1ccccc1)C(c1cccs1)N(Cc1cccnc1)C(=O)c1csnn1 (configuration not stated),-4.3,-7.2,0.2,0.1
O=C(CSc1nc2c(sc(=S)n2Cc2ccccc2)c(=O)n1-c1cccc(Cl)c1)c1ccccc1,7.0,0.9,1.5,0.2
O=C(NCCN1CCOCC1)c1ccc2c(c1)ncn2-c1ccc(F)cc1F,-1.4,17.5,5.4*,0.1
CC(C)(C)C1=NN(CC(=O)NCCCn2ccnc2)C(=O)c2cc3ccccc3n2C1,-7.1,5.0,0.7,0.1
COc1cc(Cl)c(C)cc1NC(=S)N(Cc1cccnc1)Cc1ccco1,-25.8,-1.8,0.6,-0.1
Cc1cc2c(n1-c1ccc(C(=O)NCCCN3CCOCC3)cc1)CCCC2,10.7,3.2,0.7,-0.1
CCOc1cc(C=C2C(=O)NC(=S)NC2=O)ccc1OCc1ccccc1F,10.4,18.2,-0.7,0.2
Nn1c(SCC(=O)NCc2ccc(Cl)cc2)nnc1-c1cccs1,-6.7,-4.1,1.3,-0.1
O=C(Nc1ccccc1)c1cc(Cl)nc2ccccc12,-1.6,14.5,-2.3,0.1
Clc1cccc(Nc2ncnc3nc[nH]c23)c1,-35.3,-12.1,-5.0,-0.1
Cc1ccc(-c2nc3ccc(C(=O)NCc4ccc5c(c4)OCO5)cc3nc2-c2ccc(C)cc2)cc1,-10.6,11.0,0.8,0.0
COc1cc(OC)nc(C(=O)N2CCN(c3ccccn3)CC2)n1,0.4,6.9,1.7,0.0
CCOC(=O)CSc1nc2c(c(=O)n1CC)SC(C)C2 (configuration not stated),-6.5,12.7,-0.7,0.0

# Assay outcomes as filed in PubChem BioAssay.
